Bioassay records (PubChem)
KB-V1 MDR tox – qHTS assay for MDR1-selective chemotherapeutics: Primary screen using the drug-selected MDR subline cells KB-V1; KB-V1 MDR cells viability, CellTiter-Glo, 72 h; Potency, µM (titrated, usually from 46.1 µM), for the others: top-dose activity change, negative = cytotoxicity, usual class: cytotoxic; 3.4% of 400,000 active; also: potency is read from the fitted curve at half-maximal effect; % is scaled to controls: 0 for no effect and ±100 for the full control effect; nearly all actives have a fitted effect of over 60% in size
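Luminescent ATP read-out (CellTiter-Glo, 10 min) measures survival of drug-selected KB-V1 MDR cells after 72 h, 37 degrees C compound exposure. Medium: phenol-red-free DMEM, 10% FBS. Values from fitted concentration-response curves.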
GLP1R cytotox – qHTS of GLP-1 Receptor Inverse Agonists: Cytotox Screen; HEK293 cAMP-luciferase reporter cells, luminescence, 24 h; AID 624418, 2012; Potency, µM (top dose mostly 38.3 µM), inactives show at the highest dose activity change, negative = inhibition, most hits filed as inhibitors; 0.13% of 410,000 active;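 also: loss of luciferase light is scored as toxicity; potency is read from the fitted curve at half-maximal effect; % is scaled to controls: 0 for no effect and ±100 for the full control effect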
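Here, cytotoxicity is scored as loss of luminescence. The MLSMR collection was tested on cells seeded in medium containing 10% Nu serum, with a 24 hr compound exposure preceded by 12 hours of culture.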
TDP-43 yeast inh – qHTS of TDP-43 Inhibitors. 1.8% of 410,000 active. Potency, µM (highest dose often 46.1 µM), for inactives: top-dose growth rescue (activation), usual class: activators. TDP-43 expressing yeast growth rescue, BacTiter-Glo, 24 h; also: potency is read from the fitted curve at half-maximal effect; % of control where 0% means no effect; nearly all actives have a fitted effect of over 50% in size
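Galactose-induced TDP-43 yeast, OD600=0.02, compound pinned; 24 hr, 30 deg C; BacTiter-Glo luminescence for growth. Inhibitors of TDP-43 toxicity read as activators.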
D3 antag – qHTS of D3 Dopamine Receptor Antagonist: qHTS | 2.5% of 360,000 active | D3R cells, DiscoveRx beta-arrestin luminescence, antagonist mode; hits give low values | max response, negative = inhibition, %; in the data active = max response below about -50%; inconclusive = no clear call, values can overlap the other calls; also: % is scaled to controls: 0 for no effect and ±100 for the full control effect; mostly tested at two doses, the higher about 12 µM
Target sequence (P35462 whole entry, looked up): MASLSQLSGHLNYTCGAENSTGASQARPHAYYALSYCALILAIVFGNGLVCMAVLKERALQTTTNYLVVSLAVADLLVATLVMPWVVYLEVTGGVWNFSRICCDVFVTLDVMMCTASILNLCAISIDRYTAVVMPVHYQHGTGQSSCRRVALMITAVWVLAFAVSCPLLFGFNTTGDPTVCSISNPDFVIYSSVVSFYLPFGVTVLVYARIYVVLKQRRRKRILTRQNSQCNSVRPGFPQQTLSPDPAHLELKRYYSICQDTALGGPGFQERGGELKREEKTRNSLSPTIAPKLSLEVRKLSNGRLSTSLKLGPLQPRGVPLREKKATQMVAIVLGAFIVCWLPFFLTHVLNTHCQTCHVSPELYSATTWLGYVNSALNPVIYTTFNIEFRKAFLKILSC
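Cells expressing the human receptor were seeded at 1500 cells/well, incubated overnight at 37 degrees C in 5% CO2, then exposed to library compounds with dopamine controls for 90 minutes at 37 degrees C before luminescent detection.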
PTHR1 ag – qHTS for PTHR1 Agonists: Primary Screen; 0.075% of 410,000 active; Parathyroid hormone/parathyroid hormone-related peptide receptor (Homo sapiens), Q03431; HEK293 GP2 PTHR1 cells, GloSensor cAMP luminescence, 1 h; Potency, µM (top dose mostly 115 µM), without a hit: at the highest dose activation, usual class: activators; also: potency is read from the fitted curve at half-maximal effect; nearly all actives have a fitted effect of over 55% in size; some results filed as inactive show a strong effect at the top dose; inactives centre near -15; many of its hits are not listed in these tables
Target sequence (Q03431 whole entry, looked up): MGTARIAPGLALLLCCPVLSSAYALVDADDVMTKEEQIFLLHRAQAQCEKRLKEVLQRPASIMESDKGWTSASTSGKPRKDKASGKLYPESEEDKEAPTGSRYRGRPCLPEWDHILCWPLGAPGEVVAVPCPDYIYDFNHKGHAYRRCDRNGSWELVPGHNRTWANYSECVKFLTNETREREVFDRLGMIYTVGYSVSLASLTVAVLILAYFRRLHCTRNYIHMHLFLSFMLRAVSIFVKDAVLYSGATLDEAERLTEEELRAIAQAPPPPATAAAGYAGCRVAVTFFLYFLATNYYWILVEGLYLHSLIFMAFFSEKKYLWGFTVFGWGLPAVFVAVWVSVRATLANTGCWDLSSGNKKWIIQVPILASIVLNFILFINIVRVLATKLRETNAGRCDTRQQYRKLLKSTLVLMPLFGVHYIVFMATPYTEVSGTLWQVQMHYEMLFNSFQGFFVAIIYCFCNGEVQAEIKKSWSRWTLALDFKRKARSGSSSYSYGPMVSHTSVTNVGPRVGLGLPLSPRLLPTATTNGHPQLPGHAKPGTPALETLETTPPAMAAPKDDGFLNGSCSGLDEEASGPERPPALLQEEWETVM
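HEK-293-derived GP2 cells expressing PTHR1 and a GloSensor cAMP reporter, 3,000/well, plated overnight, given luciferin plus IBMX (each 0.5 mM as added) for 1 h at 37 °C, then compound for 1 h at 37 °C. Luminescence was read after 15 min at room temperature.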
DRD3 agonist – qHTS of D3 Dopamine Receptor Agonist: qHTS | D3R DiscoveRx beta-arrestin cells, luminescence, 90 min | max activation, % | 0.58% of 410,000 active | AID 652048, 2013; in the data active = max activation above about 30%; also: 0% is about no effect; mostly tested at two doses, the higher about 12 µM
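Agonist mode: compounds and dopamine controls were applied to plated cells for 90 min at 37 degrees C after an overnight attachment at 1500 cells/well. Luminescent read-out followed 30 - 60 minutes at room temperature with DiscoveRx detection reagent.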
GLP-1R agonist – qHTS of GLP-1 Receptor Agonists; HEK293 GLP-1R CRE-luciferase, luminescence, 4-6 h; cells express a hypersensitive GLP-1R form; AID 624172, 2012; Potency, µM (titrated, usually from 45.6 µM), for the others: top-dose activation, hits mostly activators; 0.007% of 380,000 active; Glucagon-like peptide 1 receptor (Homo sapiens), P43220; also: potency is read from the fitted curve at half-maximal effect; % of control where 0% means no effect
aSyn yeast inh – qHTS of alpha-syn Inhibitors; Yeast expressing alpha-synuclein, growth rescue, BacTiter-Glo, 24 h; Potency, µM (titrated, usually from 46.1 µM), without a hit: top-dose growth rescue (activation), usual class: activators; 0.14% of 370,000 active; also: potency is read from the fitted curve at half-maximal effect; % of control where 0% means no effect; nearly all actives have a fitted effect of over 65% in size
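Rescue of yeast growth: cells expressing toxic alpha-synuclein, induced in galactose at OD600 0.02, incubated with compound 24 h at 30 C. ATP luminescence quantified growth; inhibitors of toxicity appear as activators.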
GLP-1R inv ag – qHTS of GLP-1 Receptor Inverse Agonists (Inhibition Mode); Glucagon-like peptide 1 receptor (Homo sapiens), P43220; HEK293 GLP-1R CRE-luciferase, luminescence, 24 h; GLP-1R form is constitutively active; Potency, µM (series often up to 38.3 µM), for the others: top-dose activity change, negative = inhibition, actives largely listed as inhibitors; 1.6% of 410,000 active; AID 624417, 2012; also: potency is read from the fitted curve at half-maximal effect; % is scaled to controls: 0 for no effect and ±100 for the full control effect; nearly all actives have a fitted effect of over 55% in size
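HEK293 cells stably co-expressing a cAMP-responsive luciferase reporter and constitutively active GLP-1R were seeded, incubated 12 h, then exposed to compounds for 24 h at 37 C. Luminescence was read 12 min after detection reagent; inverse agonists lower signal.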
Starred values were filed as active, the others as inactive; i = inactive; ? = inconclusive; / = no result given; & = joins results of further samples; [ ] = remark or other dose. Unless noted, calls follow the shape of the dose curve; as a rule, active = well fitted curve in the direction sought with a large enough effect; inconclusive = small, poorly fitted or top-dose-only effect, or another doubt; inactive = no such curve, though single readings can be large; an effect the other way counts as inactive or inconclusive. A portion of the library; the hit share may differ from the screen's.

The opening nine entries, to show the layout:
SMILES	KB-V1 MDR tox	GLP1R cytotox	TDP-43 yeast inh	D3 antag	PTHR1 ag	DRD3 agonist	GLP-1R agonist	aSyn yeast inh	GLP-1R inv ag
COc1cc(/C=N/NC(=O)c2ccncc2)ccc1OC(C)=O	1%	7%	18%	5	17%	-1	3%	0%	3%
CC12CC3CC(C1)CC(C(=O)NNC(=O)c1ccncc1)(C3)C2	18%	2%	-6%	3	-8%	6	1%	-3%	6%
CN(C)C(=O)c1ccc(NC(=O)COC(=O)CCN=C2NS(=O)(=O)c3ccccc32)cc1	7%	2%	10%	10	-16%	1	-3%	1%	13%
Cc1c(/C(O)=C2\C(=O)C(=O)N(CCCN(C)C)C2c2ccco2)cnn1-c1ccccc1 (stereo not given)	-9%	-7%	-8%	7	i	-5	-5%	-2%	?
C=CCN(C(=O)CCC(=O)Nc1cc(C)on1)C(C(=O)NC1CCCC1)c1ccc(C)cc1 (stereo not given)	-14%	-6%	-17%	?	i	-7	5%	-8%	-5%
O=C1C(=NO)CCc2ccccc21	-6%	-28%	?	6	-43%[inhibitor]	-9	-2%	6%	5%
O=C(Nc1ccc(Br)cc1)C1C2C=CC3(O2)C1C(=O)N(CCN1CCCCC1)C3C(=O)NC1CCCCC1 (stereo not given)	22%	-14%	-2%	1	-9%	2	1%	-2%	?
C(=N\N(c1ccccc1)c1ccccc1)/c1ccc(N2CCOCC2)s1	12%	2%	17%	-6	-15%	3	-5%	4%	?
COc1ccc(C(=O)NC(=S)NNC(=O)c2ccco2)cc1	-12%	-2%	-22%	-24	-17%	7	-1%	10%	-5%

The listing (from the top)
SMILES	KB-V1 MDR tox	GLP1R cytotox	TDP-43 yeast inh	D3 antag	PTHR1 ag	DRD3 agonist	GLP-1R agonist	aSyn yeast inh	GLP-1R inv ag
COc1cc(/C=N/NC(=O)c2ccncc2)ccc1OC(C)=O	1%	7%	18%	5	17%	-1	3%	0%	3%
CC12CC3CC(C1)CC(C(=O)NNC(=O)c1ccncc1)(C3)C2	18%	2%	-6%	3	-8%	6	1%	-3%	6%
CN(C)C(=O)c1ccc(NC(=O)COC(=O)CCN=C2NS(=O)(=O)c3ccccc32)cc1	7%	2%	10%	10	-16%	1	-3%	1%	13%
Cc1c(/C(O)=C2\C(=O)C(=O)N(CCCN(C)C)C2c2ccco2)cnn1-c1ccccc1 (stereo not given)	-9%	-7%	-8%	7	i	-5	-5%	-2%	?
C=CCN(C(=O)CCC(=O)Nc1cc(C)on1)C(C(=O)NC1CCCC1)c1ccc(C)cc1 (stereo not given)	-14%	-6%	-17%	?	i	-7	5%	-8%	-5%
O=C1C(=NO)CCc2ccccc21	-6%	-28%	?	6	-43%[inhibitor]	-9	-2%	6%	5%
O=C(Nc1ccc(Br)cc1)C1C2C=CC3(O2)C1C(=O)N(CCN1CCCCC1)C3C(=O)NC1CCCCC1 (stereo not given)	22%	-14%	-2%	1	-9%	2	1%	-2%	?
C(=N\N(c1ccccc1)c1ccccc1)/c1ccc(N2CCOCC2)s1	12%	2%	17%	-6	-15%	3	-5%	4%	?
COc1ccc(C(=O)NC(=S)NNC(=O)c2ccco2)cc1	-12%	-2%	-22%	-24	-17%	7	-1%	10%	-5%
Cc1ccc(OCCSCc2nnc(NC(=O)Nc3cccc(Cl)c3)s2)cc1	?	?	30%	4	-10%	7	-9%	6%	?
O=C(COc1ccc(S(=O)(=O)N2CCCC2)cc1)N1CCCCC1	-1%	-2%	-8%	22	i	2	3%	5%	3%
Cc1ccc(S(=O)(=O)c2cnc(SCC(=O)Nc3ccc4c(c3)OCCO4)[nH]c2=O)cc1Cl	0%	1%	6%	/	i	9	1%	0%	7%
Cc1ccc([N+](=O)[O-])cc1N=Nc1c(-c2ccc([N+](=O)[O-])cc2)[nH]n(C(N)=S)c1=O	?	?	?	-11	-47%[inhibitor]	1	-6%	-8%	?
COc1ccccc1-c1ocnc1C(=O)Nc1ccc(N2CCOCC2)cc1N1CCOCC1	-20%	12%	?	-14	-2%	-8	14%	15%	2%
CC(C(=O)N1CCOCC1)(c1ccccc1)c1ccccc1	-34%	8%	4%	-19	i	1	2%	1%	8%
O=C(NCCc1ccccc1)C(=O)NCC1OCCN1S(=O)(=O)c1ccc(Cl)cc1 (stereo not given)	-13%	3%	-9%	-9	-31%	-11	12%	0%	-25%
Cc1ccc2nc(COc3cccc(NC(=O)COc4ccc(F)cc4)c3)cc(=O)n2c1	6%	26%	9%	/	8%	5	/	/	4%
CC(C)c1ccc(CN2CCC2(C)C(=O)Nc2ccc3c(c2)OCO3)cc1 (stereo not given)	?	-11%	-8%	0	i	-3	-5%	?	?
Cc1ccn2c(c1)nc(=O)c1cc(S(=O)(=O)N3CCCCC3)c(Cl)cc12	7%	3%	10%	/	i	6	-2%	?	12%
CCCNC(=S)NC1CC2CCCC(C1)N2Cc1ccccc1OC (stereo not given)	-8%	-16%	17%	-11	i	-3	-6%	4%	-11%
Cc1cc(Br)cn2c(Cc3ccccc3C(F)(F)F)c(-c3ccc(Cl)cc3)nc12	?	-10%	23%	4	-24%	7	-2%	1%	-21%
O=C(O)c1ccc(CSc2nc3ccccc3o2)cc1	27%	2%	13µM*	-5	-17%[57.5 µM]	1	-16%	6%	6%
C/C(=N\Nc1ccc([N+](=O)[O-])cc1)c1ccco1	-12%	-2%	?	-21	i	-6	11%	-3%	-4%
Cc1ccc(-c2cc(C(F)F)n3ncc(C(=O)NCc4ccco4)c3n2)cc1	-9%	2%	0%	11	i	3	-5%	-8%	17%
O=c1cc(O)c2c(=O)n(-c3ccccc3)c3c(c2o1)CCCCCC3	5.2µM*	11%	21%	?	i	-5	-3%	-41%[inhibitor]	-17%
O=C(NCCO)C(=O)NCC1OCCCN1S(=O)(=O)c1ccc2c(c1)OCCO2 (stereo not given)	5%	-1%	13%	3	i	3	-10%	1%	13%
Cc1ccc(-c2nc3cc(C)c(Br)c(C)n3c2CC2CCCCC2)cc1	-20%	2%	16%	-27	-24%	-8	2%	-10%	?
O=C(Nc1ccc(OC(F)(F)F)cc1)C1CCN(S(=O)(=O)c2ccc3[nH]c(=O)ccc3c2)CC1	6%	-7%	29%	/	-11%	7	-5%	1%	25%
C=CCN1CCN(C(=O)CSc2ccccc2)CC1	13%	3%	23%	0	i	-3	-6%	0%	3%
COc1ccc(CNC(=O)C2Cc3c(-c4cccc(F)c4)ccnc3O2)cc1OC (stereo not given)	-30%	1%	8%	-17	i	5	-2%	8%	12%
COc1cc(/C=C/C(=O)OCC(=O)Nc2ccc(NC(C)=O)cc2)cc(S(=O)(=O)N2CCc3ccccc32)c1OC	12%	-11%	/	21	i	12	14%	7%	56%[activator]
CC(NC(=O)C1CCN(S(=O)(=O)c2ccccc2)CC1)c1ccccc1 (stereo not given)	18%&-3%	3%&-11%	7%	2	i	3&4	0%	5%	-9%&-4%
COCC(=O)N1CCC(Oc2ccc(C(=O)NCCc3ncccc3C)cc2)CC1	0%	-3%	-8%	10	-7%	-2	-2%	3%	7%
C=CC(C)n1c(Br)nc2c1c(=O)[nH]c(=O)n2C (stereo not given)	-24%	-6%	-1%	3	i	1	1%	0%	0%
CCOC(=O)C1CCN(C(=O)c2ccc(OC3CCN(C(=O)COC)CC3)cc2)CC1	13%	-14%	-2%	-16	?	-8	-2%	1%	-1%
O=C(CCS(=O)(=O)c1ccc(Br)cc1)Nc1ccc(F)cc1F	/	2%	16%	/	i	-1	/	/	-1%
CC1CCc2nc(NC(=O)CN3CCN(Cc4ccc5c(c4)OCO5)CC3)sc2C1 (stereo not given)	-18%	-3%	0%	0	-28%[57.5 µM]	-11	-3%	-5%	?
CCc1cc(=O)oc2cc(C)cc(OCc3nn[nH]n3)c12	12%	-12%	-19%	14	-7%[57.5 µM]	5	-23%	-8%	9%
Cc1ccc(-n2c(SCn3nnc4ccccc4c3=O)nnc2-c2cccnc2)c(C)c1	-6%	-23%	-10%	-14	i	-1	0%	0%	2%
COc1ccc2c(c1)c(C(C)=O)c(C)n2-c1ccccc1	?	-16%	-10%	-14	-6%	-3	-2%	-9%	-6%
CCCOc1ccc(N2CC(C(=O)Nc3ccccc3OC)CC2=O)cc1 (stereo not given)	?	0%	?	-23	i	0	0%	8%	-22%
CCc1[nH]c(C(=O)O)c(C)c1C(=O)OC	1%	5%	-5%	5	i	0	-2%	-8%	0%
Cc1nn(CC(=O)NCc2ccccc2Cl)c(C)c1[N+](=O)[O-]	-5%	5%	11%	13	5%[57.5 µM]	-2	0%	2%	-7%
